PvdQ acylase: P. aeruginosa PvdQ acylase inhibition; inhibition, % at 10 µM; AID 488965; hit rate 0.063% among 340,000; purified PvdQ acylase, fluorescence plate reader; in the data active = inhibition above about 30%, passing the limit was not always enough; inconclusive = no clear call, values can overlap the other calls;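 also: 0% = vehicle neutral wells and 100% = reference inhibitor wells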
Rtt109 HAT inh: C. albicans Rtt109 histone acetyltransferase inhibition; Q5AAJ8; purified Rtt109/Vps75, ThioGlo CoA-SH fluorescence, 4 h; inhibition, % at 34.9 µM; hit rate 0.16% among 330,000; AID 540336;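 active = inhibition of at least 50% in every replicate; inconclusive = best replicate reaches 50% inhibition but some replicates fall short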
Target sequence (Q5AAJ8 whole entry, looked up): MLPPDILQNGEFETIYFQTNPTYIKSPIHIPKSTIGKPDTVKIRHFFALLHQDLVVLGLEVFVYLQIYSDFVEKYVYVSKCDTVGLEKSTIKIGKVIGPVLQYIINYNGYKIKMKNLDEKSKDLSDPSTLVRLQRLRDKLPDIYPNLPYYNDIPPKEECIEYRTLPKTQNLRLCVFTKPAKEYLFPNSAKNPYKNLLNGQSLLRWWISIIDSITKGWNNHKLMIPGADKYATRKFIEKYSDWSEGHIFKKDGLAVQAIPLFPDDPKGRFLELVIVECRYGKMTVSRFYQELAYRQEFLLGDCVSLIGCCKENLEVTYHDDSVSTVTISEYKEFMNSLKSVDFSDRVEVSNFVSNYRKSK
AddAB inh: less growth of phage-infected E. coli with AddAB | E. coli expressing H. pylori AddAB, absorbance growth | inhibition, % at 11.9 µM | hit rate 0.29% among 330,000 | AID 435030; in the data active = inhibition above about 12%;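 also: 0% = vehicle wells of infected cells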
CAL PDZ FP: inhibitors of human CAL PDZ peptide binding | hit rate 0.02% among 330,000 | purified CAL PDZ, TMR-peptide fluorescence polarization, 1 h | inhibition, % at 20 µM | AID 504414 | Q9HD26;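 active = highest replicate inhibition of at least 40%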;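 also: plate controls were DMSO neutral control wells for no effect and unlabeled competitor peptide control wells for full effect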
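System: tagged CAL PDZ domain. Schedule: 1 h room-temperature incubation prior to read. Signal: fluorescence polarization (mP). Measure: percent inhibition from loss of millipolarization.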
DAGLB inh: blocks human DAGLB lipase activity; HEK293T DAGLB membrane lysate, EnzChek fluorogenic substrate; Q8NCG7; hit rate 0.059% among 340,000; inhibition, % at 5.17 µM; in the data active = inhibition above about 34%;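 also: 0% = enzyme with vehicle and 100% = wells lacking enzyme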
Target sequence (Q8NCG7 whole entry, looked up): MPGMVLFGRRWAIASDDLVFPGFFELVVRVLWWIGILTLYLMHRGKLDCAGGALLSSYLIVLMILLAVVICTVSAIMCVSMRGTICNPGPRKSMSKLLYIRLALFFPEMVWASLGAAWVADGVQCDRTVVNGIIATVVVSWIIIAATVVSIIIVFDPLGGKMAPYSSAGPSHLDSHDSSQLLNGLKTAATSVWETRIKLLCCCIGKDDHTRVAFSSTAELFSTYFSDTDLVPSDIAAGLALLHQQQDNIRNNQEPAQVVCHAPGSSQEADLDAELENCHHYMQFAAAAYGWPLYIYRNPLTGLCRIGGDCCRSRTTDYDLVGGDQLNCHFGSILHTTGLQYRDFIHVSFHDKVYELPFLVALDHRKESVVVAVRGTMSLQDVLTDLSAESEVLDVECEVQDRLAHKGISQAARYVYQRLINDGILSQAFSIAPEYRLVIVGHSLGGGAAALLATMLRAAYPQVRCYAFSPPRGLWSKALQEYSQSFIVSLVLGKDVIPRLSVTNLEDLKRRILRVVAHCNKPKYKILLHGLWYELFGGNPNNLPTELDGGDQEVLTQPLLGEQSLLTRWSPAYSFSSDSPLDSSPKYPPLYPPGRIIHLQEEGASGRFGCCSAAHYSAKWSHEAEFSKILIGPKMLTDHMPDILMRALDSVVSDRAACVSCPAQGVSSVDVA
Tat transport: E. coli Tat transport inhibition; AID 488895; hit rate 0.036% among 340,000; E. coli MC4100 TorA-mCherry Tat export, fluorescence; inhibition, % at 10 µM;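 active = mean replicate inhibition at least 50% and at least half of replicates individually reaching 50%; inconclusive = only one of the two criteria met; inactive = neither criterion met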;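 also: exported cargo escapes ClpAP degradation while cytoplasmic cargo is degraded and loses fluorescence; 0% = median of neutral control wells and 100% = median of NaSCN control wells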
PfHsp90 set2: inhibits growth of yeast expressing Plasmodium falciparum Hsp90; S. cerevisiae expressing PfHsp90, BacTiter-Glo ATP, 48 h; yeast lacking PDR1 and PDR3 efflux regulators; inhibition, % at 9.4 µM; hit rate 0.32% among 310,000;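 active = every replicate shows inhibition above about 80%, whatever the replicate mean, limit read from the data; inconclusive = mean inhibition reaches the set limit but some replicate falls short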;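 also: 0% = DMSO neutral controls and 100% = 20 µM radicicol positive controls; yeast relying on Plasmodium falciparum Hsp90 in place of its own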
phage Ecoli inh: E. coli growth loss with phage present; AID 651602; hit rate 0.26% among 360,000; inhibition, % at 11.9 µM; growth absorbance; in the data active = inhibition above about 11%
Wnt act: Wnt/beta-catenin pathway activation | hit rate 1.2% among 300,000 | Wnt/beta-catenin reporter cell assay, activator, plate reader | AID 743398 | activation, % at 9.35 µM; in the data active = activation above about 30%, passing the limit was not always enough; inconclusive = no clear call, values can overlap the other calls;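 also: 0% = neutral control wells and 100% = positive control wells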
Ecoli viability: reduces bacterial viability in AddAB counter-screen; E. coli V3065 growth, OD600 absorbance, 18 h; inhibition, % at 11.9 µM; AID 449728; hit rate 0.27% among 330,000;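 active = inhibition above the campaign's mean inhibition across all tested compounds plus 3 SD, cut at about 9.9% in these data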;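 also: uninfected addAB+ strain grown without phage in ampicillin broth; 0% = DMSO wells and 100% = ciprofloxacin 0.95 µg/ml wells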
* marks the source's active call; other numbers are inactive results; ? = inconclusive; . = no result given; & = joins results of further samples.

Sample of the layout, 2 compounds:
Compound	PvdQ acylase	Rtt109 HAT inh	AddAB inh	CAL PDZ FP	DAGLB inh	Tat transport	PfHsp90 set2	phage Ecoli inh	Wnt act	Ecoli viability
Cc1ccc([C@@H]2[C@@H]3C(=O)N(C)C(=O)[C@@H]3[C@]3(C)C(=O)N(CC4CC4)CC(=O)N23)o1	-11	6	0.3	-0.5	-2	-2	-47	3.1	-5	-0.2
CCO/C=C1/C(=O)N(CC)c2ccccc21	3	.	3.2	-2.9	0	3	2	0.9	13	0.6

The list itself, from the start:
Compound	PvdQ acylase	Rtt109 HAT inh	AddAB inh	CAL PDZ FP	DAGLB inh	Tat transport	PfHsp90 set2	phage Ecoli inh	Wnt act	Ecoli viability
Cc1ccc([C@@H]2[C@@H]3C(=O)N(C)C(=O)[C@@H]3[C@]3(C)C(=O)N(CC4CC4)CC(=O)N23)o1	-11	6	0.3	-0.5	-2	-2	-47	3.1	-5	-0.2
CCO/C=C1/C(=O)N(CC)c2ccccc21	3	.	3.2	-2.9	0	3	2	0.9	13	0.6
COc1cccc(Nc2ncccc2C(=O)NCc2ccccc2)c1	-12	0	.	-0.5	-4	6	3	2.2	.	.
CCC1(C2=CCCCC2)C(=O)NC(=O)N=C1N (stereo not given)	-8	-2	.	-0.5	-1	-4	.	2.1	0	.
CC[N+](CC)(CC)C/C=C/CN1CCCCC1	?	-7	0.3	0.8	-3	10	21	5.3	-1	-1.3
c1ccc(C(c2ccccc2)N2CCN(C(c3ccccn3)c3nnnn3C3CCCC3)CC2)cc1 (stereo not given)	7	-13	3.8	0.1	-1	4	.	.	.	1.7
O=C(CSc1nc2nn(-c3ccccc3)c(=O)c-2c2n1CCCCC2)Nc1ccc(F)cc1F	16	-4	0.8	-1.0	-4	4	16	1.9	5	-0.9
COC(=O)c1sccc1NC(=O)CSc1ccccc1N	-12	-6	3.7	-2.8	-1	6	-27	4.0	-1	5.3
Cc1cc(C(C)(C)C)ccc1NC(=O)CC(C)(C)CC(=O)O	-16	-3	4.0	-0.6	.	-3	13	2.8	17	-0.7
COc1cccc(/C=N/c2oc(-c3ccccc3)cc2C#N)c1O	-4	-3	3.2	0.2	3	9	.	2.2	5	-0.8
O=C1/C(=C/c2cccs2)CCC1C1CCCC1 (stereo not given)	19	-4	-1.8	-1.8	-6	3	9	-1.7	40*	1.4
O=C(c1ccc(-c2ccccc2)cc1)N1CCN(c2ncccn2)CC1	5	-3	2.5	.	0	10	-16	-1.2	0	-2.0
N#C/C(=C\c1c(Cl)cccc1Cl)c1nn(-c2ccccc2)c(-n2cccc2)c1C#N	-2	56*	4.5	-0.3	-29	6	-15	0.5	-11	0.6
COc1cccc(C(C(=O)NC2CCCCC2)N(C(=O)Cc2cccs2)c2ccc(-n3cnnn3)c(OC)c2)c1 (stereo not given)	-9	14	0.6	-0.8	1	-2	1	3.9	3	1.8
CCCn1c(N)c(C(=O)CSc2nnc(-c3cccs3)n2C2CC2)c(=O)[nH]c1=O	-3	1	-1.4	-2.6	3	0	-4	4.0	1	-1.2
CN(Cc1cccc(Cl)c1Cl)C(=O)c1cc(S(=O)(=O)N2CCOCC2)ccc1F	-9	2	0.4	-1.6	-2	1	-10	2.5	-2	-1.8
Cc1ccc(C)c(-n2c(Cc3cc(=O)[nH]c(=O)[nH]3)nnc2SCC(=O)NCc2ccco2)c1	-4	6	1.3	1.1	-1	-8	.	2.2	1	-0.2
COc1ccc(-c2c(-c3cc(OC)cc(OC)c3)n(C)c3ccc(-c4cnc(N)nc4)cc23)cc1	-4	-3	0.7	0.5	2	-6	4	2.1	-6	-2.1
CCN(C(=O)CN1CCCc2cc(C)ccc21)c1c(N)n(Cc2ccccc2)c(=O)[nH]c1=O	-5	0	.	-0.9	-5	-3	-21	1.8	0	.
CCOC(=O)C1=C(C)N=c2s/c(=C\c3ccc(OCC(=O)O)cc3)c(=O)n2C1c1ccc(OC(C)C)cc1 (stereo not given)	7	?	-1.6	-1.2	4	0	-21	5.0	.	-3.0
COc1cc(OC)cc(C(=O)Nc2cccc3cccnc23)c1	4	0	2.0	-0.8	-7	0	0	0.6	0	0.2
COc1ccc(-c2cc(C(=O)N3CCOCC3)no2)cc1	-7	-11	1.8	0.5	-2	-5	11	-0.4	11	-0.8
COc1cccc(NC(=O)C2CCC(CNS(=O)(=O)c3ccc4c(c3)CC(C)N4C(C)=O)CC2)c1 (stereo not given)	4	7	4.7	-2.8	-2	-8	0	-1.6	0	-0.7
CC(=O)CC(=O)Nc1ccn(-c2ccccc2)n1	1	2	0.6	0.9	1	4	2	3.3	.	-0.2
CCc1cc(C=C(Cl)Cl)oc(=O)c1C	14	.	0.8	-2.0	-1	-6	-12	.	0	-3.4
COc1cc(NC(=S)N2CCN(Cc3ccccc3)CC2)cc(OC)c1	-12	8	0.7	-1.9	-2	0	-3	4.8	.	0.7
O=C(c1ccc(S(=O)(=O)N2CCCCC2)cc1)N1CCN(c2ccccc2F)CC1	7	10	0.9	-1.1	-3	7	-10	3.8	-11	1.2
CCCSc1ccc([C@H]2N[C@@](C)(C(=O)OC)[C@H]3C(=O)N(C)C(=O)[C@@H]23)cc1	-3	-3	4.5	0.6	-4	-5	-8	4.1	-1	0.3
CC1CCN(C(=O)C(=O)c2cn(CC(=O)N3CCCC3)c3ccccc23)CC1	-14	5	-3.3	-1.2	2	1	-12	2.4	-3	-0.1
COc1cc(C(=O)OCC(=O)N(CC(C)C)C2CCS(=O)(=O)C2)cc(OC)c1C (stereo not given)	-11	-1	0.9	-1.0	0	-4	20	-0.9	-3	1.8
CN(Cc1ccccc1Cl)C(=O)CCNC(=O)c1ccco1	6	6	.	-2.6	0	-5	-2	4.7	2	.
COc1ccc(S(=O)(=O)NCC(=O)N(CC(=O)NCC2CCCO2)Cc2ccc(F)cc2)cc1 (stereo not given)	12	13	3.3	-1.2	-1	5	-7	-0.6	-1	1.4
COc1cc(C(=O)Oc2cccc(C)c2)cc(OC)c1OC	-17	-4	2.9	0.2	-7	4	-19	3.2	.	-0.8
Cc1ccc(NS(=O)(=O)c2cc3c4c(cccc4c2)C(=O)NC3=O)cc1C	-9	0	3.8	-2.3	4	7	16	1.3	9	1.3
O=C(c1cccnc1)N1CCN(C(=O)c2ccco2)CC1	0	7	2.0	-1.6	0	-2	0	0.8	.	0.4
O=C(O)C(Cc1ccccc1)N1C(=O)c2cccc3cccc(c23)C1=O (stereo not given)	1	.	0.2	-0.8	0	-3	-1	2.3	0	-0.6
Cc1cc(C(=O)NCc2cc(C)n(C)n2)sc1-c1ccccc1	-10	1	0.1	-1.8	1	-1	-24	1.8	.	-0.7
Cc1ccc(NC(=O)N2CCC(C(=O)Nc3ccc(C)cc3C)CC2)cc1	-16	-7	3.9	-0.6	-1	-3	.	3.2	-2	-1.7
CC(=O)C1(C)CCC2C3C=C(C)C4=CC(=O)CCC4(C)C3CCC21C (stereo not given)	4	-2	.	-1.0	-8	9	-3	-1.2	-4	.
O=C1CC(NS(=O)(=O)c2ccccc2F)CN1c1ccc2c(c1)OCCO2 (stereo not given)	-9	7	3.3	-1.0	-2	0	.	5.4	1	1.2
O=C(Nc1ccon1)Nc1cc(Cl)ccc1Cl	-2	0	1.6	-1.8	2	0	18	2.8	-1	0.1
CN(CC1CCCN(CCc2ccc(Cl)cc2)C1)C(=O)c1ccco1 (stereo not given)	3	-5	0.7	-0.6	1	0	6	1.2	-3	1.3
CCOC(=O)C1(Cc2ccccc2C)CCCN(C(=O)c2ccc(COC)o2)C1 (stereo not given)	-26	-3	-0.9	-4.5	-2	7	-6	-1.2	15	-0.2
O=C(c1cc(COc2cccc3cnccc23)on1)N1CCC(c2ccccc2Cl)C1 (stereo not given)	-6	5	2.9	-3.1	-1	-2	8	0.6	-3	0.2
O=C(CN1C(=O)CCC1=O)Nc1ccc2c3c(cccc13)CC2	-8	-6	0.7	-1.0	0	1	14	-3.4	-1	-0.8
CC(=O)Nc1ccc(S(=O)(=O)Nc2ccc3c(c2)n(C)c(=O)n3C)c(C)c1	2	-8	1.6	-1.8	-2	-3	-2	1.0	1	-3.9
COc1cc(/C=N/Nc2nc(=O)[nH]nc2C)cc(OC)c1O	-5	3	2.8	-2.8	0	0	-1	2.7	5	0.4
CN(Cc1ccccc1)C(=O)C1CCCN(Cc2cccc(Cl)c2)C1 (stereo not given)	-6	-4	0.1	-2.3	3	9	6	2.7&3.5	-1&4	0.0
c1ccc(OCCSc2nc3ccccc3[nH]2)cc1	-16	0	-1.0	-0.6	0	-7	-17	0.7	.	-1.2
CCC(CC)C(=O)Nc1cccc(C(=O)Nc2ccc(S(=O)(=O)Nc3ccc(C)cc3)cc2)c1	-2	-1	1.5	-2.7	0	0	20	2.4	.	2.2
O=C(COC(=O)/C=C/c1cccs1)Nc1ccccc1Cl	1	-1	0.2	-1.0	-10	-11	21	3.6	-1	0.3
C=C(CC[C@@H](O)C(C)(C)O)[C@H]1CC[C@]2(C)[C@@H]1CCC1[C@@]3(C)CC[C@H](O)C(C)(C)C3CC[C@]12C (stereo not given in full)	0	-6	4.9	-1.0	-1	-13	19	2.2	-2	1.7
COCCNS(=O)(=O)c1ccc(OCC(=O)N2CCc3ccccc3C2)c(Cl)c1	-15	2	3.0	-0.8	1	-3	24	2.1	-1	3.5
CC(C)NC(=O)N(C)C[C@H]1Oc2c(NS(=O)(=O)c3ccc(F)cc3)cccc2C(=O)N([C@H](C)CO)C[C@@H]1C	-4	1	1.2	-0.2	-2	-24	-19	2.2	1	-0.3
CCC(C)N(C(=O)CSc1nnc2ccccn12)C1CCS(=O)(=O)C1 (stereo not given)	-10	-9	.	-1.1	-1	6	.	-0.8	2	.
CCOC(=O)C(C)N1CC(=O)N(c2ccccc2)C1=O (stereo not given)	-18	3	-1.4	0.4	-2	5	-5	0.9	-1	0.3
COc1cc2c(cc1OC)C(c1cc([N+](=O)[O-])ccc1O)NCC2 (stereo not given)	-12	3	0.2	0.4	0	-1	22	3.2	-1	1.4
CC(C)N(C(=O)COC(=O)[C@@H]1CC(O)CN1S(=O)(=O)c1ccccc1[N+](=O)[O-])C(C)C (stereo not given in full)	-10	5	2.1	0.3	0	0	5	2.0	6	0.1
O=C(CNS(=O)(=O)c1ccc([N+](=O)[O-])cc1)N/N=C\c1ccc(O)cc1	1	7	-1.0	-0.7	-4	-6	-15	-2.6	-2	-0.3
Cc1nc(CN2CCN(C(=O)NC3(c4ccccc4)CC3)CC2)cs1	-12	-10	3.0	-0.4	0	-1	21	1.1	-1	0.4
COc1ccc(C2Nc3ccccc3C(=O)N2O)cc1CN1CCOCC1 (stereo not given)	-4	3	3.5	-2.2	3	6	28	5.1	.	1.0
O=C(O)CN1C(=O)CSc2ccccc21	-13	11	-0.1	.	2	7	.	4.3	-6	-0.2
CCN(C1CCCCC1)S(=O)(=O)c1ccc(S(=O)(=O)N(CC(=O)Nc2ccccc2)C2CC2)cc1	-18	-4	-2.7	-2.0	-12	18	-1	0.4	.	-2.7

High-throughput results deposited in PubChem BioAssay by several laboratories.
